Pf Dd2 growth – blocks in vitro growth of P. falciparum Dd2; P. falciparum Dd2 growth, SYBR Green, 72 h; Potency, µM (doses to about 28.9 µM), for inactives: at the highest dose activity, negative = inhibition, most hits filed as inhibitors; hit rate 4.3% among 120,000; AID 1347417; active = well fitted inhibition curve with a large enough effect; inconclusive = small, poorly fitted or top-dose-only effect; inactive = no such curve, though single readings can be large or run the other way;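 also: plate controls were DMSO vehicle for no effect and reference drug for full effect; nearly all actives have a fitted effect of over 65% in size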
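Infected erythrocytes (Dd2, 0.3% parasitemia, 2.5% hematocrit final) are added to compound in RPMI-1640/Albumax II medium, grown 72 h at 37C in low oxygen, then lysed with saponin/Triton-X containing SYBR Green and read by fluorescence.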
Starred values were filed as active, the others as inactive; i = inactive; ? = inconclusive; [ ] = dose if it differs, or a comment. Potency is read from the fitted curve at half-maximal effect. This is a subset; the hit share may differ from the screen's.

canonical_smiles	Pf Dd2 growth
Cc1ccc(C(=O)N2CCc3sc(C(=O)O)cc3C2)cc1	18%
O=C(Nc1c2c(nn1-c1ccc(Cl)cc1)CS(=O)(=O)C2)c1ccc(Br)cc1	?
CC(=O)N(C)CCc1noc(C2CN(C(=O)c3c(C)noc3C)C2)n1	1%
COc1ccc(CCNC(=O)CCn2c(=O)c3ccccc3n(Cc3ccccc3C)c2=O)cc1OC	-28%
Cc1ccc(C)c(Cn2c3ccccc3c3cnn(CC(=O)NCCC4=CCCCC4)c(=O)c32)c1	19%
Cc1noc(C)c1-c1cc2cc(C(C)C)oc2c(N2CCS(=O)(=O)CC2)n1	i
Cc1ccc2scc(N3CCCCC3C)c(=O)c2c1 (configuration not stated)	5%
O=C(CCC1CCCC1)N1CCCC(Cc2nc(C3CCOCC3)no2)C1 (configuration not stated)	i
Cc1cc(C)n(CCC(=O)NCCc2noc(-c3ccccc3)n2)n1	-5%
Cc1ccccc1-n1c(/C=C/c2ccc(N(C)C)cc2)nc2ccccc2c1=O	?
O=C1Cc2c(-c3ccccc3Cl)n[nH]c2CN1CC1CC1	?
O=C(c1ccccc1F)N1CC(Oc2ccc(F)cc2F)C1	?
Cc1cccnc1CN(C)c1ccc(C(=O)NCc2noc(C(C)C)n2)cn1	-9%
Cc1ccc(-n2c(=O)c3cccnc3n2CC(=O)Nc2cc(Cl)ccc2C)cc1	9%
c1ccc(CN2CCNc3cc(NCc4cccnc4)ncc3C2)cc1	i

Quoted from the listing:
Under Pf Dd2 growth, CC(=O)N(C)CCc1noc(C2CN(C(=O)c3c(C)noc3C)C2)n1 reads 1%
Under Pf Dd2 growth, Cc1ccc2scc(N3CCCCC3C)c(=O)c2c1 (configuration not stated) reads 5%

(cont.)
canonical_smiles	Pf Dd2 growth
Cc1c(C(=O)Nc2ccc(F)c(F)c2)oc2ccc(S(=O)(=O)N3CCCCC3)cc12	?
CCOC(=O)N1CCC(Nc2ncncn2)CC1	8%
CCc1nc2c(c(-c3ccc(Cl)cc3)n1)CN(Cc1ccc(F)cc1)CC2	?
COc1cc(OC)c(NC(=O)CCS(=O)(=O)c2ccc3c(c2)oc(=O)n3C)cc1Cl	?
CCN(CC)S(=O)(=O)c1ccc2c(c1)c(=O)c(C(=O)N1CCN(c3ccc(OC)cc3)CC1)cn2C	16%
CC(C)(C)CC(=O)Nc1nc2c(s1)C[C@@H]1[C@](C)(CO)[C@H](O)CC[C@@]1(C)[C@@H]2CC(=O)O	-21%[44.1 µM]
Cc1cc(C)c([S+](=O)([O-])c2nnn3c2nc(N2CCOCC2)c2ccccc23)c(C)c1	8.9µM*
OC1(Cn2ccnc2)CCN(c2nccc(-c3cccnc3)n2)CC1	-12%
COc1ccc(-c2cc(N3CCCN(C(=O)c4nn(C)c5ccccc45)CC3)n[nH]2)cc1	?
CC(C)c1noc(CN(C)C(=O)c2cc(-c3cnn(C)c3)nc3ccccc23)n1	?
CN(C)C[C@@H]1CN(C)C[C@H]1NC(=O)c1ccc(Br)cc1	4%
COc1ccc(NC(=O)CSc2nc(-c3ccc(F)cc3)[nH]c2-c2ccc(C)cc2)cc1OC	?
C[C@]1(O)CCN(C(=O)c2cnn3cc(CCO)cnc23)C[C@@H]1O	3%
O=C(Nc1ccc2nc(SCC(=O)N3CCOCC3)sc2c1)c1ccc(F)cc1	?
Cc1ccc(CNC(=O)N2CCC(CC(=O)NC3CC3)C2)cc1 (configuration not stated)	-18%

Next part, starting with the last 3 of the part before.
canonical_smiles	Pf Dd2 growth
C[C@]1(O)CCN(C(=O)c2cnn3cc(CCO)cnc23)C[C@@H]1O	3%
O=C(Nc1ccc2nc(SCC(=O)N3CCOCC3)sc2c1)c1ccc(F)cc1	?
Cc1ccc(CNC(=O)N2CCC(CC(=O)NC3CC3)C2)cc1 (configuration not stated)	-18%
COCC(=O)N[C@H]1[C@H](O)[C@H](O)C[C@@H]1c1ccccc1C	12%[44.1 µM]
O=C1N(Cc2ccccn2)C[C@H]2CN(Cc3cccnc3)CCN12	-30%[44.1 µM]
COc1ccc(C(=O)N[C@@H]2CCC[C@@H]2C(=O)N2CCCC2)cc1	-20%
CC1=C(C(=O)OC2CCCCCC2)C(c2cccc(F)c2F)CC(=O)N1 (configuration not stated)	i
CN1C(=O)CCCCC1C(=O)N1CCc2ccccc2C1 (configuration not stated)	-24%
Cn1nccc1CN1CCc2nc(C3CC3)nc(-c3ccc(O)cc3)c2C1	i
Brc1ccc(-c2ccnc3ncnn23)s1	0%
CC1(C)[C@H](Cc2cc(CN3CCN(c4ccccc4)CC3)on2)C[C@@H]1NC(=O)NCc1ccccc1	-5%
O=C(CCC1CCN(C(=O)c2ccccc2Cl)CC1)NC1CCS(=O)(=O)C1 (configuration not stated)	-8%
O=C(Cn1cccc1-c1nc(-c2ccc3c(c2)OCO3)no1)Nc1ccc(Cl)cc1F	-16%
Cc1ccc(C(C)NC(=O)CN2C(=O)NC3(CCCCC3)C2=O)cc1 (configuration not stated)	-22%
COc1ccc(NC(=O)N2CCC(O)(c3csc(CN4CCc5ccccc5C4)n3)CC2)cc1	i
Cc1nnsc1CN(C)C(=O)Cn1nc(C)n(Cc2ccccc2)c1=O	11%
COCCCNC(=O)c1c(OCC2CC2)cc(=O)n2c1CCCCC2	46%[activator]
CCC(O)c1nc2ccccc2n1Cc1cccc(Cl)c1 (configuration not stated)	-23%
OCC(Cc1ccco1)Cn1ccnc1-c1ccccn1 (configuration not stated)	-9%
O=C(c1ccc2c(c1)N(Cc1ccc(F)cc1)C(=O)c1ccccc1S2(=O)=O)N1CCC(Cc2ccccc2)CC1	?
O=C(Cc1ccccc1F)N1CCCN(c2cc(-c3ccc(Cl)cc3)[nH]n2)CC1	-4%
CCOC(=O)C1CCN(C(=O)c2cc3sc(C)cc3n2C)CC1	-4%
Cc1nn2c(c1-c1ccccc1-c1ccccc1)N(C(=O)CN1CCOCC1)CCC2	i
COc1cc2c(cc1OC)C(COc1ccc3c(C)cc(=O)oc3c1)N(C(=O)c1ccccc1C)CC2 (configuration not stated)	?
CCOC(=O)N1CCC(NC(=O)c2ccc3c(c2)N(Cc2ccccc2)C(=O)c2ccccc2S3(=O)=O)CC1	?
CCC(C)NC(=O)c1cn(CC)c2ccc(S(=O)(=O)N3CCc4ccccc4C3)cc2c1=O (configuration not stated)	i
CC(=O)N1CCc2nn(CC(=O)Nc3ccc(C(F)(F)F)cc3)c(=O)cc2C1	i
CC(C)CC(=O)NC1CCN(c2cnn(Cc3ccccc3)c(=O)c2)CC1	?
CN(C)CC1(O)CCC2(CCN(C(=O)c3ccsc3)CC2)CC1	?
Cc1cc(C2CCCN2C(=O)c2cc(F)ccc2F)on1 (configuration not stated)	-4%
CCC1Oc2ccc(NC(=O)c3c(F)cccc3F)cc2CN(CCc2ccc(F)cc2)C1=O (configuration not stated)	?
CC(C)(Oc1nn(CCN2CCOCC2)c2ccccc12)C(=O)NCCCn1ccnc1	40%[activator][44.1 µM]
Cn1cccc1C(=O)N[C@H]1CCN2C(=O)N(c3cccc(F)c3)C(=O)[C@@H]2C1	-11%[44.1 µM]
CCOCc1nc(C2CCCN(C(=O)COc3ccccc3)C2)no1 (configuration not stated)	19%
CCCn1ncnc1C(C)NC(=O)C1CCN(C(=O)C2CC2)CC1 (configuration not stated)	6%
CCC1=C(C(=O)OC)C(c2ccccc2OC)N2C(CC(=O)NCC3CCCO3)=CSC2=N1 (configuration not stated)	?
CCOc1ccccc1NC(=O)CSc1nc2c([nH]c3ccccc32)c(=O)n1-c1ccccc1	?
COc1ccc(-c2noc([C@@H](C)NC(=O)c3cc(C)oc3C)c2C(=O)O)cc1	23%[44.1 µM]
CN(C)c1ccc(C(=O)N[C@H]2C[C@H]3C(=O)NC[C@@H](CCC(=O)NCc4cccnc4)N3C2)cc1	-24%
Cc1ccc(-c2noc(CNC(=O)c3ccccc3)n2)cc1	13%
Cn1c(CN2CCCCC2)nnc1C1CCCN(C(=O)c2cccnc2)C1 (configuration not stated)	11%
CNC(=O)[C@@H]1CN(C(=O)NCc2ccccc2)C[C@H]1c1nc(C)no1	-10%
O=C(c1ccncc1)N1CCC(n2c(=O)[nH]c3ccccc32)CC1	9%[44.1 µM]
Cc1ccc(C)c(OCc2nc3ccccc3n2C)c1	?
Cc1cccc(OC[C@H]2C[C@@H](NCc3c(C)noc3C)[C@H](O)[C@@H]2O)n1	-26%[44.1 µM]
COc1ncc(-c2ccc3ncn(C4CC4)c(=O)c3n2)cn1	?
Cc1cc(N2CCN(c3ccccc3F)CC2)n2cnnc2n1	-10%
CC(=O)c1cccc(NC(=O)c2nc3ccccc3n(C)c2=O)c1	-15%
CC1(C)C(=O)N(Cc2ccccc2F)[C@H]2CN(C3CCOCC3)C[C@H]2[S+]1(=O)[O-]	7%[44.1 µM]
COc1ccccc1OCC(=O)N1CCC(c2nc3ccccc3o2)CC1	1%
CCCc1nc(C(=O)NC(c2ccc(OC)nc2)C2CC(O)C2)cs1 (configuration not stated)	-1%
COC[C@@H]1CN(C(=O)c2cc(C)cc(C)c2)C[C@H]1C(N)=O	0%
CN1CC(C(=O)N2CCc3c(nc(-c4ccncc4)nc3N(C)C)C2)CC1=O (configuration not stated)	-3%
Cc1nn(CCC(=O)N2CCN(c3ccccc3F)CC2)c(C)c1S(=O)(=O)N1CCCC1	42%[activator]
COc1ccc(CNC(=O)N2CCC(CCOc3ccccc3OC)C2)cc1 (configuration not stated)	i
CC(C)NC(=O)N1CCC(OCCOc2cccnc2)CC1	63%[activator]
O=C1NC2(CCN(C(=O)OCc3ccccc3)C2)N=C1c1ccncc1 (configuration not stated)	i
FC(F)(F)CN1C2CCC1CN(c1nccc(C(F)(F)F)n1)C2	16%
Cc1ccc(NC(=O)N2C[C@@H](Oc3ccccc3)C[C@H]2C(=O)N2CCOCC2)cc1C	-23%
CCOc1ccc(NC(=O)CN2C(=O)NC3(CCC(C)CC3)C2=O)cc1 (configuration not stated)	?
Cc1cnn(CCC(=O)N2CCC3(CCNCC3)CC2)c1	10%
CCOCCCNC(=O)Cn1ncc2c([nH]c3ccccc32)c1=O	i
Cc1ccccc1CN1CCC(CN(Cc2cccnc2)C(=O)C2CC=CCC2)CC1 (configuration not stated)	i

The list goes on:
canonical_smiles	Pf Dd2 growth
CCOc1ccc(CNC(=O)c2cc(=O)[nH]c3ccc(S(=O)(=O)N4CCCC4)cc23)cc1	5%
Cc1ccc(NC(=O)c2cc(-c3ccc(Br)s3)nc3ccccc23)cc1F	-22%
CSc1cccc(NC(=O)N2CCC3(CCC(=O)N(C4CC4)C3)CC2)c1	-9%
COc1ccc(C(=O)N[C@@H]2CN(C(=O)NCc3ccccc3)CCC[C@H]2O)cc1	i
O=C(c1ccn[nH]1)N1[C@H]2CC[C@@H]1c1cnc(-c3ccccc3)nc1C2	?
O=C1CC2(CCN(CC3CCOCC3)C2)Nc2ccccc2N1 (configuration not stated)	2%
COc1ccc(C(=O)Nc2ccc3c(c2)CN(C(C)c2ccc(F)cc2)C(=O)CO3)cc1OC (configuration not stated)	?
Cc1cccc(-c2nnc(SCC(=O)NC3CCCCC3)o2)c1	?
O=c1[nH]c(C2CCN(Cc3cccc(-c4cccs4)c3)CC2)nc2ccc(F)cc12	?
Cc1nc2cccnc2n1CC1CCCN(S(=O)(=O)c2ccc(F)cc2)C1 (configuration not stated)	?
COc1ccc(NC(=O)NCC2CCN(Cc3ccccc3F)CC2)c(OC)c1	11%
CN(Cc1ccccc1)C(=O)Cn1nc2c(cc1=O)CCCC2	-4%
COc1cccc(-c2nc(-c3nnn4c3COC(c3ccc(C)cc3)C4)no2)c1 (configuration not stated)	-5%
O=C(NCCCc1nnc2ccccn12)C1CC(=O)N(c2n[nH]c3ccccc23)C1 (configuration not stated)	-19%
COc1ccccc1C(=O)NC[C@@H]1C=C(C)[C@H](CC(=O)N2CCCC2)C[C@H]1C(C)C	13µM*

By substructure, those above with a thiophene ring, fused or not
canonical_smiles	Pf Dd2 growth
Cc1ccc(C(=O)N2CCc3sc(C(=O)O)cc3C2)cc1	18%
Brc1ccc(-c2ccnc3ncnn23)s1	0%
CCOC(=O)C1CCN(C(=O)c2cc3sc(C)cc3n2C)CC1	-4%
CN(C)CC1(O)CCC2(CCN(C(=O)c3ccsc3)CC2)CC1	?
Cc1ccc(NC(=O)c2cc(-c3ccc(Br)s3)nc3ccccc23)cc1F	-22%
O=c1[nH]c(C2CCN(Cc3cccc(-c4cccs4)c3)CC2)nc2ccc(F)cc12	?

(continued)
canonical_smiles	Pf Dd2 growth
CNc1ncc(C(=O)N2CCCC(c3[nH]ncc3-c3ccc(F)cc3)C2)cn1 (configuration not stated)	-8%
NC(=O)[C@H](Cc1ccc(O)cc1)NC(=O)C1=C[C@@H](NC(=O)c2cnccn2)[C@@H](O)[C@H](O)C1	1%
COc1ccc(CNC(=O)CSc2ncc3c(n2)-c2ccc(Cl)cc2N(Cc2ccccc2)S3(=O)=O)cc1	-14%
CCO[C@H]1CN(C(=O)CCCOc2ccccc2)C[C@@H]1O	-16%
CNC(=O)CCn1ncc2cc(OCc3ccccc3-c3ccsc3)ccc21	6.3µM*
COCc1nc(-c2ccc(OC3CCN(C(=O)c4n[nH]c5ccccc45)C3)cc2)no1 (configuration not stated)	85%[activator][5.79 µM]
O=C(NCc1ccccc1)c1cnc2n1CCN(Cc1ccc3c(c1)CCO3)CC2	?

Source: PubChem BioAssay (National Center for Advancing Translational Sciences (NCATS))
